# TNF necrop inh = inhibitors of TNF-alpha triggered necroptosis, primary screen, cell-based, Jurkat FADD-/-, single concentration; Jurkat FADD-/- TNF necroptosis rescue, ATP luminescence, 24 h; 0 = TNF only, 100 = no-TNF cells; activation (protection from cell death), % at 10 µM; 220,000 compounds, 0.068% hits; AID 463075, 2010;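 active means activation, meaning protection from cell death, of at least 50% relative to plate controls; inactive means activation below 50%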;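 further: necroptosis triggered by 40 ng/mL TNF-alpha added together with compound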
# Ba/F3 V617F tox = reduced viability of JAK2V617F-dependent Ba/F3 cells, primary screen, JAK2V617F inhibitor project, cell-based, Ba/F3 EpoR-JAK2V617F, luminescence | 220,000 compounds, 1.1% hits | AID 1446, 2008 | ATP luminescence | inhibition, % at 5.6 µM;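 active means inhibition above the campaign mean plus 3 SD over all tested compounds, cut at about 24% in these data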;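 further: cytokine-independent growth of Ba/F3 cells driven by EpoR plus mutant JAK2; 0% = DMSO-treated cells and 100% = JAK inhibitor I control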
# RBBP9 inh = human RBBP9 inhibitors, primary screen, biochemical, fluorescence polarization, FP-Rh probe, HTS | AID 1515, 2009 | Serine hydrolase RBBP9 (Homo sapiens), O75884 | inhibition, % at 7.94 µM | recombinant RBBP9 | 220,000 compounds, 0.2% hits;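 active means inhibition above the campaign mean of all tested compounds plus 3 SD, cut at about 14% in these data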;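 further: plate controls were DMSO wells with RBBP9 for no effect and wells lacking RBBP9 protein for full effect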
# Target sequence (O75884 whole entry, looked up): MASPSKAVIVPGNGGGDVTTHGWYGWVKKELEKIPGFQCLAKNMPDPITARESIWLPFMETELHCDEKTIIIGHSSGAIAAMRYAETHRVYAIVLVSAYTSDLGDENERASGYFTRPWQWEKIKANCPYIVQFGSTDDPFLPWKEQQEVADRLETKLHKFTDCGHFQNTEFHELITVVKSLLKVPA
#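 Test system: recombinant human RBBP9. Quantity: 2.5 µM RBBP9 dispensing solution, before mixing. Detection: FP readout at 525/598 nm. Reagent: Serine-hydrolase probe FP-Rh, 375 nM pre-mixing. Measure: % inhibition. Control set: DMSO-treated enzyme wells and wells lacking RBBP9. Buffer or medium: Tris-NaCl-Pluronic buffer, pH 8.0. Times: preincubation 30 min plus labeling 45 min at 25 °C.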
# CHOP inhibitor = inhibitors of CHOP promoter induction, primary screen, cell-based, unfolded protein response, luciferase reporter | CHO-K1 CHOP-promoter luciferase, tunicamycin-induced, 15-18 h | inhibition, % at 10 µM | 220,000 compounds, 3.8% hits | AID 2732, 2010;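 active means compounds that reduced the stress-induced luciferase reporter signal by more than about 70% of percent inhibition, limit read from the data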;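 further: 0% = tunicamycin plus vehicle and 100% = wells without tunicamycin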
# Wee1 degr inh = Wee1 degradation inhibitors, primary screen, cell-based, HeLa, Wee1K328M-luciferase, luminescence; Wee1-like protein kinase (Homo sapiens), P30291; HeLa Luc-Wee1K328M stability; 100% = proteasome inhibitor MG132 effect; reporter increase, % at 5 µM; 220,000 compounds, 1.2% hits;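 active means activation above the mean of all tested compounds plus 3 SD, set per screening run, cut at about 8.8% in these data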;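 further: cells exposed to compound for 20 h before luminescence read; 0% = DMSO alone and 100% = MG132 at 30 µM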
# TRPN1 ag = zebrafish TRPN1 channel agonists, primary screen, cell-based, HEK293, calcium fluorescence; HEK293 zebrafish TRPN1-YFP, Fluo-8 calcium fluorescence; 100% = response to 87 µM carbachol; activation, % at 3 µM; 220,000 compounds, 0.18% hits;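 active means activation above its plate's cutoff, the mean activation of test wells on that plate plus 3 SD, cut at about 19% in these data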;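 further: 0% = DMSO alone and 100% = 87 µM carbachol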
#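 System: zebrafish TRPN1-YFP in HEK293 cells / Dosing: 3 µM single point / Timing: dye loading 1 h at 37 °C, then 30 min room temperature / Signal: Fluo-8 calcium fluorescence, excitation 470-495 nm, emission 515-575 nm / Read-out basis: percent activation from peak over basal fluorescence ratio, control-normalized / Control set: high carbachol 87 µM, low DMSO alone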
# BaF3 parental = parental Ba/F3 cell viability inhibition, counter-screen for JAK2V617F inhibitor project, murine pro-B, CellTiter-Glo luminescence; CellTiter-Glo ATP luminescence; inhibition, % at 5.6 µM; 220,000 compounds, 1.1% hits;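 active means inhibition above a per-campaign cutoff, the mean inhibition of all tested compounds plus 3 SD, cut at about 27% in these data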;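 further: 0% = DMSO wells and 100% = JAK Inhibitor I control wells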
# TRPML3 ag = human TRPML3 channel agonists, primary screen, cell-based, HEK293 TRPML3-YFP, Fluo-8 calcium fluorescence, 3 µM | activation, % at 3 µM | 220,000 compounds, 0.29% hits | 100% = the carbachol control signal | Mucolipin-3 (Homo sapiens), Q8TDD5;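 active means activation above its plate's cutoff, the mean activation of the plate's test wells plus 3 SD, cut at about 12% in these data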;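 further: 0% = DMSO only wells and 100% = carbachol wells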
# Target sequence (Q8TDD5 whole entry, looked up): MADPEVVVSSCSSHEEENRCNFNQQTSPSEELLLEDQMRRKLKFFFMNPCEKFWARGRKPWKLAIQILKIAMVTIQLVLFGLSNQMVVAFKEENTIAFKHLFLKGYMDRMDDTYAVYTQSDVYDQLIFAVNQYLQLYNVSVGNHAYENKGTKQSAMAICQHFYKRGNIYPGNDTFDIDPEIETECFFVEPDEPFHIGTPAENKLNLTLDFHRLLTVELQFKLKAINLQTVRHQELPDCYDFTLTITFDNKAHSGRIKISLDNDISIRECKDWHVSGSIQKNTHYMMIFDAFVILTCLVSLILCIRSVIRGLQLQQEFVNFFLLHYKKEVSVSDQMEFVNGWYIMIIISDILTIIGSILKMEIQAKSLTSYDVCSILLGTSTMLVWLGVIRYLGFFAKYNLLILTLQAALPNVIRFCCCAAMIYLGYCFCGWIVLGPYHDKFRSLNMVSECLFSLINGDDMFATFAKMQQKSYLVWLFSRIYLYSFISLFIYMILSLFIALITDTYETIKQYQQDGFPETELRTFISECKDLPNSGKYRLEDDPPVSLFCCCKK
#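 Test system – HEK293 line with stable expression of human TRPML3-YFP channel · Control set – carbachol 87 µM final as high control (100%), DMSO as low control (0%) · Signal – Fluo-8 calcium dye fluorescence, ex 470-495, em 515-575 nm · Incubation – 1-h 37 °C dye load, 5-s basal, 120-s post-compound reads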
# PPC-1+TRAIL kill = compounds killing PPC-1 cancer cells with TRAIL present, primary screen, TRAIL potentiator project, ATPLite luminescence, uHTS; PPC-1 cells + TRAIL, ATPLite viability luminescence; cell killing (% activity), % at 4 µM; 220,000 compounds, 0.41% hits; AID 1443, 2008;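 active means cell killing above 50% in the first pass at 4 µM, then a duplicate retest at 5 µM averaging 50% or more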;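 further: plate controls were cells with TRAIL plus DMSO for no effect and medium-only wells lacking cells for full effect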
# The depositor's hits bear a star; & = joins results of further samples. The order is random; any-hit rate near 6.8%.
cpd	compound	TNF necrop inh	Ba/F3 V617F tox	RBBP9 inh	CHOP inhibitor	Wee1 degr inh	TRPN1 ag	BaF3 parental	TRPML3 ag	PPC-1+TRAIL kill
1	COC(=O)c1ccc(OCc2cc(=O)n3ccsc3n2)cc1	-1.4	-2.4	-6.2	-10.3	0.4	1.1	2.1	0.8	7.5
2	CCOC(=O)C1=C(C)NC(C)=C(C(=O)OC)C1c1cccc(Cl)c1Cl (centres undefined)	2.6	1.9	-8.0	67.5&2.5	-0.2	-0.7	9.6	-0.1	-6.5
3	COc1ccc(/C(C)=N/OCC(=O)Nc2nc3ccccc3s2)cc1OC	2.7	-2.7	-7.9	25.8	-3.8	-0.3	3.1	-0.1	7.1
4	CCN(CCCNC(=O)CC(C(=O)N1CCc2ccccc21)n1ccnc1)c1ccccc1 (centres undefined)	-2.9	6.3	-7.1	11.6	1.7	-0.9	5.3	-1.4	6.4
5	C/C(CCc1ccccc1)=N\NC(=O)c1ccc(CN2CCOCC2)cc1	0.5	-5.2	2.7	-12.9	-0.8	1.8	0.7	1.0	3.2
6	COc1ccc(-c2cc(C(F)F)n3ncc(C(=O)Nc4c(C)n(C)n(-c5ccccc5)c4=O)c3n2)cc1	-2.4	0.7	2.2	37.5	7.2	-0.7	7.6	0.7	8.6
7	COC(=O)C(C(=O)Nc1cccc(C)n1)C1CCCCCC1 (centres undefined)	-0.4	5.3	-4.3	2.9	-2.5	-0.2	0.7	-0.6	3.9
8	CCOC(=O)C1=C(c2ccc(OC)cc2)OC(N)=C(C#N)C1c1cccnc1 (centres undefined)	4.0	-1.7	0.5	-24.1	-3.1	0.9	-3.9	-0.1	-13.9
9	CCOC(=O)c1cc(C)nc(SC)c1C#N	0.2	8.1	-2.1	33.6	-1.4	-1.3	-2.2	-1.1	-6.9
10	Cc1cc(C)nc(SCCC(=O)Nc2ccccc2)n1	-1.0	-0.6	-7.1	25.0	-4.5	1.0	1.5	-0.5	14.7
11	C=CCn1c(=O)n(CCOC)c(=O)c2sc3ccccc3c21	1.4	-2.0	-3.6	14.1	-1.6	1.3	4.0	0.3	17.5
12	O=C(c1noc2c1CCCC2)N1CCc2c([nH]c3ccccc23)C1c1ccccn1 (centres undefined)	3.2	-2.5	-1.1	12.4	3.1	0.2	1.2	0.7	3.5
13	Cc1ccc(-n2c(Cc3cccs3)nnc2SCC(N)=O)cc1	-0.1	-2.7	4.6	10.2	-2.7	0.1	4.1	0.4	1.5
14	C=CCn1c(NCc2ccc(N(C)C)cc2)nc2ccccc21	2.8	-2.9	-3.8	4.4	1.1	0.1	2.7	0.2	22.2
15	C/C(CC(=O)Nc1ccc(OCc2ccccc2)cc1)=N\NC(=O)C(=O)Nc1cccc(C)c1	0.4	-2.6	-5.7	93.9*	-2.1	0.6	5.2	0.7	13.6
16	CCCOc1cc(C)c(S(=O)(=O)NC2CC(C)(C)NC(C)(C)C2)cc1C	4.0	-2.4	-0.3	27.6	0.2	-2.8	-0.8	0.0	25.7
17	NC(=O)c1c(N)sc(=S)n1CC1CCCO1 (centres undefined)	0.2	-0.2	2.5	1.2	3.9	1.5	6.4	-0.1	15.7
18	O=c1c2c3c(sc2n2c(=S)[nH]nc2n1-c1ccccc1)CCC3	2.7	-2.6	-5.7	14.4	0.1	1.3	-1.2	0.9	-1.3
19	Cn1c(=O)c2c(ncn2CC(=O)Nc2ccc(N3CCOCC3)cc2)n(C)c1=O	-1.2	0.8	-5.0	11.7	-2.0	-1.4	3.9	0.9	-11.7
20	CCc1cccc(CC)c1NC(=O)COC(=O)c1cccc(-c2ccc(OC(C)=O)cc2)c1	2.7	3.1	1.2	24.7	-1.5	1.0	2.3	1.5	21.8
21	CN(c1ccc(OCC(=O)N2CCCCC2)cc1)S(=O)(=O)c1cccs1	0.1	-4.5	-8.4	14.7	-0.8	2.5	0.7	1.2	5.6
22	CCOC(=O)c1sc2nc(SCC#N)n(CC3CCCO3)c(=O)c2c1C (centres undefined)	6.9	0.2	-7.7	7.3	-3.2	0.8	7.9	0.5	10.2
23	CCOc1ccc(-c2nnn(CC(=O)c3cc(OC)ccc3OC)n2)cc1	1.1	0.3	2.2	44.2	-0.5	-1.5	0.0	-0.2	25.6
24	CCN(CC)S(=O)(=O)c1ccc(/C=C/C(=O)N(c2ccccn2)C2CCCCC2)cc1	1.6	2.4	0.6	33.0	-1.1	1.1	10.7	1.6	14.3
25	Cc1nn(Cc2ccc(C(=O)O)o2)c(C)c1[N+](=O)[O-]	-1.5	0.1	3.1	10.0	2.3	1.0	5.2	0.7	5.2
26	O=c1cc[nH]c2c(C(F)(F)F)cccc12	-2.2	-1.3	4.1	-1.8	-1.4	0.7	1.2	-0.3	7.3
27	CCCCCn1c(S(=O)(=O)O)nc2ccccc21	-0.1	-0.2	-5.9	-9.8	0.9	-0.1	-0.2	0.8	11.1
28	CC(C)(C)NC(=O)CN(Cc1ccc(F)cc1)C(=O)Cn1nnc(-c2ccc(F)cc2)n1	1.2	-3.1	1.7	19.2	1.6	1.2	7.2	1.3	13.9
29	Cc1ccc(-c2cc3nc(-c4ccccc4)cc(N4CCOCC4)n3n2)cc1	-0.2	-1.4	-10.6	5.3	-1.2	0.5	2.4	0.9	9.2
30	O=C(CCN1CCc2ccccc21)c1ccc2c(c1)OCCO2	-2.6	11.6	-13.4	-8.6	-1.1	6.3	21.9	2.2	-1.3
31	Cc1nn(C)cc1CNC(=O)c1ccc(Br)o1	0.0	1.3	-3.8	33.5	-3.0	1.1	3.6	0.7	-9.9
32	CCOC(=O)c1c(N)sc(C(=O)N(C)C)c1CN1CCOCC1	1.5	-4.3	-5.0	7.2	0.3	-0.3	5.1	0.7	4.8
33	COc1ccccc1NC(=O)c1ccc(NS(=O)(=O)c2ccc(F)c(Cl)c2)cc1	4.7	2.0	-11.1	16.1	3.2	-0.8	5.2	-0.7	15.0
34	O=C(CSc1nc2ccccc2nc1SCC(=O)N1CCCCC1)N1CCCCC1	-3.3	-2.3	-5.9	-23.9	-5.1	-0.6	1.1	-0.3	-3.0
35	COc1ccc(-n2c(=O)[nH]cc(C(=O)Nc3ccccc3)c2=O)cc1	-0.4	-1.2	0.7	-0.7	1.6	1.9	6.6	0.1	-5.1
36	CCn1c2ccccc2c2cc(/C=N/n3cnnc3)ccc21	-14.8	-0.4	-6.7	19.2	-5.1	-2.3	-2.1	-1.3	-1.2
37	O=C(O)CCCC(=O)Nc1ccccc1Oc1ccccc1	1.5	-0.8	-1.1	13.2	4.6	2.6	-0.7	1.3	20.8
38	Cc1ccsc1/C=N/NC(=O)C1C(=O)NCC1c1ccccc1 (centres undefined)	1.1	-4.8	0.8	16.1	-1.4	1.5	0.0	0.4	2.5
39	COC(=O)c1ccc2c(=O)n(CCCCCC(=O)O)c(=S)[nH]c2c1	-1.8	0.8	3.1	73.3*	2.9	1.4	7.2	0.8	11.1
40	Cc1cccc(NC(=O)C2C(c3ccccc3)C2(Cl)Cl)c1C (centres undefined)	-6.9	4.6	-11.1	39.9	1.0	-1.5	6.9	0.2	-2.7
41	O=C(Cc1ccccc1)NC1CCN(C(=O)NCc2ccccc2)CC1	-0.2	1.2	-7.7	-22.6	-2.5	-1.0	4.3	1.1	5.7
42	CCc1cc2c(N3CCN(c4nnc(CC)s4)CC3)ncnc2s1	-9.1	4.4	-5.5	49.0	4.9	5.0	10.1	0.2	21.2
43	COc1ccc(C(=O)Nc2nnc(Cc3cccs3)s2)cc1OC	0.0	39.1*	-3.7	27.6	-0.2	0.7	41.3*	-0.4	-25.0
44	CC1=Nn2c(nnc2-c2ccccn2)SC1	-0.1	-0.4	0.5	13.6	0.6	0.7	2.9	1.2	8.9
45	COc1ccccc1C(=O)Oc1ccc(C(C)(C)C)cc1	-0.2	0.8	-0.9	74.9*	0.7	-1.9	5.8	0.0	7.9
46	Cc1csc(NC(=O)C2CCCN2C(=O)Oc2ccccc2)n1 (centres undefined)	1.0	-3.9	-6.5	26.1	0.7	2.1	2.4	-0.2	0.9
47	CC(OC(=O)c1cccnc1Cl)C(=O)Nc1ccc2c(c1)OCCO2 (centres undefined)	-0.8	-0.4	-9.1	-16.4	-2.5	-0.5	2.0	0.5	9.9
48	CS(=O)(=O)N(CC(=O)N1CCCC1)c1cccc(Cl)c1	5.3	-1.7	-8.2	13.1	-0.8	1.6	4.2	0.7	19.2

# Looked up one by one from above:
cpd	compound	TNF necrop inh	Ba/F3 V617F tox	RBBP9 inh	CHOP inhibitor	Wee1 degr inh	TRPN1 ag	BaF3 parental	TRPML3 ag	PPC-1+TRAIL kill
45	COc1ccccc1C(=O)Oc1ccc(C(C)(C)C)cc1	-0.2	0.8	-0.9	74.9*	0.7	-1.9	5.8	0.0	7.9
43	COc1ccc(C(=O)Nc2nnc(Cc3cccs3)s2)cc1OC	0.0	39.1*	-3.7	27.6	-0.2	0.7	41.3*	-0.4	-25.0
46	Cc1csc(NC(=O)C2CCCN2C(=O)Oc2ccccc2)n1 (centres undefined)	1.0	-3.9	-6.5	26.1	0.7	2.1	2.4	-0.2	0.9

# Other compounds
cpd	compound	TNF necrop inh	Ba/F3 V617F tox	RBBP9 inh	CHOP inhibitor	Wee1 degr inh	TRPN1 ag	BaF3 parental	TRPML3 ag	PPC-1+TRAIL kill
49	Cc1ccc(S(=O)(=O)N(CC(O)CN2CCOCC2)c2cc(Cl)ccc2Cl)cc1 (centres undefined)	-1.3	1.4	-5.3	-14.2	-2.7	0.2	3.7	-0.4	5.2
50	Cc1cc(C)cc(NC(=O)c2ccccc2CC[N+](=O)[O-])c1	-2.6	-2.2	-1.0	25.0	1.8	-2.1	0.3	-1.2	15.6
51	CCn1c(=O)n(CC)c2cc(S(=O)(=O)N3CCC(c4ccccc4)CC3)ccc21	-0.8	-1.6	8.7	48.9	6.5	1.0	-1.6	0.1	24.3
52	Fc1ccccc1COc1ccc(Br)cc1CNCC1CCCO1 (centres undefined)	-0.2	4.8	-4.7	9.8	1.4	-1.1	6.9	-0.2	34.2

# Screening data from PubChem BioAssay.
